Screening data from PubChem.
IMPase Li cell – qHTS Assay for Identifying the Cell-Membrane Permeable IMPase Inhibitors: Potentiation with Lithium; CHO-M1 cells, IP1 TR-FRET (IP-One), carbachol + lithium; Potency, µM (highest dose often 59.4 µM), for the others: top-dose activity, negative = IMPase inhibition, most hits filed as inhibitors; actives 0.35% (n = 210,000);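 further: IP1 builds up when IMPase is blocked and the TR-FRET signal falls; plate controls were basal vehicle for no effect and high inhibitor control for full effect; nearly all actives have a fitted effect of over 50% in size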
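Concentration–response in CHO-M1 cells, lithium-potentiated; 30 min at 37C. IP1 detected by competitive TR-FRET after 10 min lysis at RT. Hill-fitted AC50.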
HTT cytoprotect – qHTS Multiplex Assay to Identify Dual Action Probes in a Cell Model of Huntington: Cytoprotection (ATP); PC12 HTT-Q103 induced, cytoprotection, ATP luminescence, 40 h; actives 0.14% (n = 230,000); AID 1471, 2008; Potency, µM (highest dose often 56.4 µM), inactives show cytoprotection (ATP increase), most hits filed as activators;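 further: % of control where 0% means no effect; nearly all actives have a fitted effect of over 45% in size; toxic huntingtin expression switched on by the ecdysone agonist tebufenozide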
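PC12 cells stably carrying ecdysone-inducible Htt exon 1 (Q103)–GFP were induced with 100 nM tebufenozide (final) alongside library compounds in a dose series. Cytoprotection was scored as retained ATP by ATPlite luminescence.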
GAA glycogen – qHTS Assay for Inhibitors and Activators of Human alpha-Glucosidase Cleavage of Glycogen; recombinant GAA, glycogen substrate, Amplex Red glucose oxidase fluorescence; Potency, µM (highest dose often 76.4 µM), without a hit: top-dose activity change, negative = inhibition, hits mostly inhibitors; actives 0.38% (n = 300,000);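 further: 0% = full enzyme reaction and -100% = no-enzyme basal signal; the screen sought inhibitors and activators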
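Recombinant human enzyme (4 nM); glycogen substrate; 37 C, 40 min, pH 5.0. Readout: coupled glucose oxidase/Amplex Red fluorescence.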
aGlu spleen mod – qHTS Assay for Inhibitors and Activators of Human alpha-Glucosidase From Spleen Homogenate; AID 2112, 2009; Lysosomal alpha-glucosidase (Homo sapiens), P10253; actives 0.006% (n = 240,000); Potency, µM (titrated, usually from 79.9 µM), for the others: at the top dose activity change, negative = inhibition, usual class: inhibitors; human spleen homogenate, 4-MU-alpha-glucoside fluorescence;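 further: 0% = enzyme with vehicle and -100% = no enzyme basal signal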
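Enzyme source: human spleen homogenate, 1 ug/well. Buffer 50 mM citric acid/K phosphate pH 5.0, 0.01% Tween-20. 4-MU-alpha-glucoside 1 mM; 37 C x 40 min; NaOH/glycine stop; fluorescence.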
GoLoco inh red – qHTS Assay for Inhibitors of RGS12 GoLoco Motif Activity (Red Fluorophore); Guanine nucleotide-binding protein G(i) subunit alpha-1 (Homo sapiens), P63096; actives 0.44% (n = 230,000); Gai1:RGS12 GoLoco peptide FP, rhodamine, 10 min; Potency, µM (top dose mostly 61.6 µM), for the others: top-dose activity, negative = inhibition, actives largely listed as inhibitors; AID 880, 2007; active means well fitted inhibition curve with a large enough effect, not every such curve was filed as active; inactive means no such curve, though single readings can be large or run the other way; further: on the % scale 0 is the no-effect control and ±100 the full control effect; nearly all actives have a fitted effect of over 30% in size; many of its hits are not listed in these tables
Target sequence (P63096 whole entry, looked up): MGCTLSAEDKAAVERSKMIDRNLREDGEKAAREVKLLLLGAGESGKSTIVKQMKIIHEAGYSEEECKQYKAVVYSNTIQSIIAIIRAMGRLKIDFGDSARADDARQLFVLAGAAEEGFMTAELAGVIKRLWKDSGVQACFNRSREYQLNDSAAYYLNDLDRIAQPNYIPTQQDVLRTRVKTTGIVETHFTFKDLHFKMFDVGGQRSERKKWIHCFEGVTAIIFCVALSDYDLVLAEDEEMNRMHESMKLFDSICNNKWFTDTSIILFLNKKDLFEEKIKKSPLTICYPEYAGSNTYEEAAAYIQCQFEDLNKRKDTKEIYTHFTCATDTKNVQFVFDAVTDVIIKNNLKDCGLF
HttQ103 aggreg – qHTS Multiplex Assay to Identify Dual Action Probes in a Cell Model of Huntington: Aggregate Formation (GFP); Potency, µM (titrated, usually from 46.1 µM), inactives show at the top dose activity change, negative = inhibition, usual class: inhibitors; PC12 HttQ103-GFP aggregates, Acumen cytometry, 40 h; actives 1.1% (n = 220,000); AID 1688, 2009; further: on the % scale 0 is the no-effect control and ±100 the full control effect; nearly all actives have a fitted effect of over 60% in size
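Huntingtin Q103 exon 1–GFP aggregates in induced PC12 cells (100 nM tebufenozide) were quantified by cytometry from lysates, with compounds dosed in titration.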
GAA inhib – qHTS Assay for Inhibitors of Human alpha-Glucosidase as a Potential Chaperone Treatment of Pompe Disease. actives 0.005% (n = 200,000). purified human GAA, 4-MU-alpha-glucoside fluorescence. Potency, µM (titrated, usually from 76.9 µM), inactives show at the highest dose activity change, negative = inhibition, actives largely listed as inhibitors. Lysosomal alpha-glucosidase (Homo sapiens), P10253;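 further: plate controls were uninhibited enzyme wells for no effect and no-enzyme background for full effect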
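AC50 values come from Hill fits of compound titrations (up to 77 uM) against 4 nM human enzyme. Substrate 4-methylumbelliferyl-alpha-D-pyranoside at 400 uM, pH 5.0 citrate buffer, 20 min room temperature; fluorescence Ex 365/Em 440 after alkaline stop.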
* marks the source's active call; other numbers are inactive results; ? = inconclusive; . = no result given; [ ] = another dose, or the depositor's remark. Unless noted, the call rests on the fitted dose curve; in most records, active means well fitted curve in the direction sought with a large enough effect; inconclusive means small, poorly fitted or top-dose-only effect, or another doubt; inactive means no such curve, though single readings can be large; an effect the other way counts as inactive or inconclusive. Potency means the concentration at half of the fitted maximal effect.

SMILES | IMPase Li cell | HTT cytoprotect | GAA glycogen | aGlu spleen mod | GoLoco inh red | HttQ103 aggreg | GAA inhib
COC(=O)c1sc2cc([N+](=O)[O-])cc(SCC(C)C)c2c1N | -4% | . | -4% | -1% | 47%[activator] | -3% | -4%
COc1ccc(-c2nc3ccccn3c2C=O)cc1 | 4% | 37%[0.074 µM] | 8% | -3% | 8% | -36% | -6%
CCCCSc1nnc(CCNC(=O)OC(C)(C)C)o1 | . | -15%[10 µM] | 6% | -6% | 2% | -7%[9.22 µM] | .
CC(Sc1nc2ccc(Br)cc2[nH]1)C(=O)O (configuration not stated) | 27%[38.3 µM] | -10% | 1% | -7% | 5% | ? | -7%
COc1ccccc1NC(=O)CSc1nnc(-c2ccccc2)o1 | -3%[38.3 µM] | -19% | -5% | -3% | 2% | 7% | -3%
CCCOCC(O)CC(Cc1ccccc1)C(=O)NN (configuration not stated) | . | 7%[10 µM] | 0% | -4% | 6% | -13%[9.22 µM] | .
CC(NC(=O)c1ccco1)C(c1cccs1)N1CCOCC1 (configuration not stated) | -23%[38.3 µM] | 9% | -12% | -1% | 4% | -19% | 3%
CCc1ccc(-c2cc(C(F)(F)F)n3nc(C(=O)Nc4c(C)nn(Cc5ccccc5C)c4C)cc3n2)s1 | 19%[38.3 µM] | 0% | 2% | -2% | 1% | -7% | -3%
COCCNC(=O)c1ccccc1NC(=O)COc1ccccc1 | 10%[38.3 µM] | 3% | 0% | 0% | 0% | -24% | 4%
Cc1ccc(/C=C/C(=O)N2CCN(c3ncccn3)CC2)o1 | 4% | 1%[10 µM] | 8% | 0% | -23% | ? | -4%
Cc1c(CN2CCCCC2)c(O)n(CCCO)c(=O)c1C#N | . | 5%[10 µM] | 4% | 0% | . | -12% | 0%
COc1ccc(COCC(O)CN2CCC(CN3C(=O)c4cccc5cccc(c45)C3=O)CC2)cc1OC (configuration not stated) | 0% | . | -13% | 6% | 8% | -16% | -5%
Cc1onc(-c2ccccc2)c1-c1ccnn1C(=O)NC(C)C | . | 0%[10 µM] | -3% | 5% | -10% | -28%[9.22 µM] | 2%[15.4 µM]
Cc1cccc(OC2CCN(Cc3nc(CC4CC4)no3)CC2)c1 | . | -33% | 7% | -9% | 4% | -13% | -6%
CC(=O)Nc1ccc(C(=O)CSc2nnnn2C2CCCC2)cc1 | 9% | -8%[10 µM] | -3% | -6% | 11% | -3%[9.22 µM] | ?
CCc1nc(SCC#N)c(C#N)cc1C | -4% | 7% | 0% | -3% | 17% | 2% | -8%
COc1cccc(Nc2ncccc2C(=O)O)c1 | . | -26% | 4% | -4% | . | ? | 2%
CCCCc1c(O)nc(SCC(=O)c2ccccc2)[nH]c1=O | 11%[38.3 µM] | -21%[0.074 µM] | -5% | -3% | 1% | 0% | -2%
CC1Oc2ccccc2N(CC(=O)NCc2cccs2)C1=O (configuration not stated) | 24% | -22%[10 µM] | 1% | -6% | -9% | 13% | -1%
O=c1cc(-c2ccc(O)cc2)oc2c(C3OCC(O)C(O)C3O)c(O)c(C3OC(CO)C(O)C(O)C3O)c(O)c12 (configuration not stated) | . | -7%[10 µM] | ? | -5% | -1% | -7%[9.22 µM] | .
CCCCNC(=O)Nc1c(C(=O)OCC)[nH]c2ccccc12 | -11%[38.3 µM] | -5% | 4% | 1% | -9% | ? | ?
COc1ncc2ncc(=O)n(CCC#N)c2n1 | -2% | ? | . | -1% | -4% | . | .
Cc1cccc(-n2ncc3c(NCc4ccc5c(c4)OCO5)ncnc32)c1 | 35%[activator][38.3 µM] | 0% | -13% | -7% | 6% | -22% | -27%
O=C(O)c1ccc(NS(=O)(=O)Cc2ccccc2)cc1 | 1% | -4%[10 µM] | . | . | 3%[14.2 µM] | . | .
Cc1cc(C)nc(SCc2nnc(SCC(=O)NCc3ccco3)n2-c2ccccc2)n1 | 9%[38.3 µM] | -3% | 4% | -2% | 9% | -4% | -9%
O=C(NC1CC2CCCC(C1)N2C(=O)NC1CCCCC1)c1ccc(F)cc1 (configuration not stated) | . | 2% | 13% | -2% | . | 9% | -1%
C=C[C@](C)(O)CCC1C(=C)CC(O)C2C(C)(C)CCCC12C (some centres not stated) | -3% | . | . | -16% | 1% | . | .
N#C/C(=C\c1ccco1)C(=O)Nc1ccc(S(N)(=O)=O)cc1 | 4% | -8% | 6% | -12% | 12% | 10% | 1%
O=C(O)c1ccc(Oc2ccccc2)o1 | . | 2%[10 µM] | 8% | -1% | 9% | -6%[9.22 µM] | 8%
O=C(C(=O)N1CCN(c2ccccc2F)CC1)c1c[nH]c2ccccc12 | -4% | 10% | 0% | . | -14% | 4% | -11%

The final 5 records of the part above open the next one.
SMILES | IMPase Li cell | HTT cytoprotect | GAA glycogen | aGlu spleen mod | GoLoco inh red | HttQ103 aggreg | GAA inhib
O=C(NC1CC2CCCC(C1)N2C(=O)NC1CCCCC1)c1ccc(F)cc1 (configuration not stated) | . | 2% | 13% | -2% | . | 9% | -1%
C=C[C@](C)(O)CCC1C(=C)CC(O)C2C(C)(C)CCCC12C (some centres not stated) | -3% | . | . | -16% | 1% | . | .
N#C/C(=C\c1ccco1)C(=O)Nc1ccc(S(N)(=O)=O)cc1 | 4% | -8% | 6% | -12% | 12% | 10% | 1%
O=C(O)c1ccc(Oc2ccccc2)o1 | . | 2%[10 µM] | 8% | -1% | 9% | -6%[9.22 µM] | 8%
O=C(C(=O)N1CCN(c2ccccc2F)CC1)c1c[nH]c2ccccc12 | -4% | 10% | 0% | . | -14% | 4% | -11%
CCN1CCN(CCCNC(=O)c2ccc3c(c2)NC(=O)c2ccccc2S3)CC1 | 42%[activator][38.3 µM] | 7%[10 µM] | -1% | -4% | -7% | -11% | -1%
NS(=O)(=O)c1ccc(CCNC(=O)c2ccc(Br)s2)cc1 | 5% | -20% | -1% | -4% | 0% | -2% | 7%
COc1ccccc1Oc1ccc2c(c1)C(=O)N(c1ccc(O)cc1)C2=O | 37%[38.3 µM] | -5% | 1% | -5% | 13% | ? | -1%
O=C(CSc1nnnn1-c1ccc(O)cc1)Nc1ccc(N2CCOCC2)c(Cl)c1 | 17%[38.3 µM] | -9% | -19% | 2% | -13% | ? | -10%
CCOC(=O)C1=C(C)NC2=C(C(=O)CC(C)(C)C2)C1c1cccc(C)n1 (configuration not stated) | -7%[38.3 µM] | 13%[10 µM] | -2% | 4% | -10% | 9% | ?
O=C(Nc1nnc(SCC(=O)N2CCCc3ccccc32)s1)c1ccc2ccccc2c1 | 1% | -40%[10 µM] | 13% | -5% | 7% | 1% | -2%
O=P(O)(CCP(=O)(O)c1ccccc1)c1ccccc1 | 6% | 4%[10 µM] | . | . | -1%[14.2 µM] | . | .
COc1ccc2[nH]c(=O)c(CN(C)C(=O)c3ccncc3)cc2c1 | 20%[38.3 µM] | -3%[0.074 µM] | 2% | 3% | 5% | -15% | ?
CN1CCN(c2ncnc3sc(-c4ccccc4)cc23)CC1 | 22% | 7%[10 µM] | -5% | 0% | 40%[activator] | -4%[9.22 µM] | 10%
Oc1cccc2c(NC(=S)Nc3ccc(SC(F)F)cc3)cccc12 | 18% | 9%[10 µM] | 6% | -2% | -14% | 17% | -2%
CCOC(=O)C1CSC(CC(=O)Nc2ccc(OCC)cc2)C(=O)N1 (configuration not stated) | 9% | 1%[10 µM] | 3% | -5% | 1% | -8% | -7%
CC1=CC(C)(C)[N+](C)(C)c2ccc(C)cc21 | 13% | 1%[10 µM] | 10% | -4% | 20% | 1%[9.22 µM] | 12%
CCN(CC)S(=O)(=O)c1cccc(C(=O)N/N=C/c2c(C)nn(-c3ccccc3)c2Cl)c1 | 15% | 34%[10 µM] | 4% | -10% | 6% | -17% | -4%
Cc1noc2ncnc(N3CCCC3)c12 | 0% | 37% | 11% | -2% | 7% | 12%[9.22 µM] | 1%
O=C(/C=C/c1ccco1)NC1=NCCS1 | 1% | 4%[10 µM] | 10% | 5% | -17% | -3% | -13%
CC1CN(C2CCN(C(=O)COc3ccccc3)CC2)CC(C)O1 (configuration not stated) | -2% | 19%[10 µM] | -6% | -1% | -3% | -21% | -4%
COC(=O)CC1C(=O)NCCN1C(=S)Nc1cccc(C(F)(F)F)c1 (configuration not stated) | -3% | 1% | 0% | -8% | -4% | -1% | -5%
C=CCNC(=O)CC(=O)N/N=C/c1cccs1 | 2% | . | 6% | -4% | 5% | . | -2%
O=C(Cc1ccccc1)NCc1n[nH]c(=S)n1-c1ccc(Br)cc1 | -11% | -11% | -11% | -5% | 2% | -4% | 2%
COc1ccc(-c2csc(CCn3nc(C)cc3C)n2)cc1 | 14% | -6%[10 µM] | 2% | 4% | 3% | 2% | 0%
C=CCSc1nc2c(N)ncnc2n1[C@@H]1O[C@H](CO)[C@@H](O)[C@@H]1O | -11% | -6%[10 µM] | . | . | 0%[14.2 µM] | . | .
COC(=O)c1c(Cl)c(Cl)c(C(=O)OC)c(Cl)c1Cl | 3% | . | . | 3% | -6% | . | .
COc1ccc(C2CC(=O)C(C(c3ccc(O)cc3)C3C(=O)CC(c4ccc(OC)cc4)CC3=O)C(=O)C2)cc1 (configuration not stated) | . | 5%[10 µM] | -22% | -5% | 13% | 4%[9.22 µM] | .
COc1cccc(C(=O)NCCOc2cc(C)cc(C)c2)c1 | -3% | 8%[10 µM] | -2% | -3% | 7% | -14% | -5%
CCc1nnc2sc(-c3ccc(NC(=O)c4ccc5c(c4)OCCO5)cc3)nn12 | ? | -2% | 7% | 3% | 2% | ? | 9%
OC(COc1ccc2c(c1)OCO2)CN1CCCCC1 (configuration not stated) | -9% | -21% | -3% | 6% | 2% | -1% | -2%
COCCNC(=O)Nc1ccc2nc(C)sc2c1 | -1% | 9%[10 µM] | 4% | 2% | -4% | -9% | 3%
Cc1ccc(S(=O)(=O)Cc2ccc(C(=O)NCc3cccs3)o2)cc1 | 16%[38.3 µM] | -6%[10 µM] | 18% | -2% | -31% | -18% | -1%
Cc1ccc(S(=O)(=O)Nn2c(C)ccc2C)cc1 | 27%[38.3 µM] | 0% | -7% | -2% | 35%[activator] | 3% | -3%

This is a subset; count on the stated rates, not on these rows.
